Compound activity from PubChem BioAssay.
DAT uptake mod: changed hDAT dopamine uptake under cocaine IC80, either direction, primary screen, cocaine antagonist project, cell-based, LLC-PK1 hDAT, [14C]-dopamine uptake, MLSMR | AID 449768, 2010 | B-score at 10 µM | LLC-PK1 hDAT cells, [14C]-dopamine uptake with cocaine IC80; actives deviate in either direction | Sodium-dependent dopamine transporter (Homo sapiens), Q01959 | 1.3% of 110,000 active;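 active = Z score or B-score, a plate-position-corrected score, falls beyond the plate's 99.7% confidence bounds, in either direction; inactive = both scores lie inside the 99.7% bounds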;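 also: scored against the spread of the other compound wells on the same plate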
PLK1 inh: human PLK1 kinase inhibitors, primary screen, biochemical, TR-FRET | Serine/threonine-protein kinase PLK1 (Homo sapiens), P53350 | recombinant PLK1 kinase, TR-FRET peptide phosphorylation | inhibition, % at 10 µM | 0.53% of 97,000 active | AID 619, 2007;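 active = inhibition of 50% or more in the single-concentration screen; inactive = inhibition below 50%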;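 also: 0% = DMSO max control and 100% = H-89 dihydrochloride min control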
Target sequence (P53350 whole entry, looked up): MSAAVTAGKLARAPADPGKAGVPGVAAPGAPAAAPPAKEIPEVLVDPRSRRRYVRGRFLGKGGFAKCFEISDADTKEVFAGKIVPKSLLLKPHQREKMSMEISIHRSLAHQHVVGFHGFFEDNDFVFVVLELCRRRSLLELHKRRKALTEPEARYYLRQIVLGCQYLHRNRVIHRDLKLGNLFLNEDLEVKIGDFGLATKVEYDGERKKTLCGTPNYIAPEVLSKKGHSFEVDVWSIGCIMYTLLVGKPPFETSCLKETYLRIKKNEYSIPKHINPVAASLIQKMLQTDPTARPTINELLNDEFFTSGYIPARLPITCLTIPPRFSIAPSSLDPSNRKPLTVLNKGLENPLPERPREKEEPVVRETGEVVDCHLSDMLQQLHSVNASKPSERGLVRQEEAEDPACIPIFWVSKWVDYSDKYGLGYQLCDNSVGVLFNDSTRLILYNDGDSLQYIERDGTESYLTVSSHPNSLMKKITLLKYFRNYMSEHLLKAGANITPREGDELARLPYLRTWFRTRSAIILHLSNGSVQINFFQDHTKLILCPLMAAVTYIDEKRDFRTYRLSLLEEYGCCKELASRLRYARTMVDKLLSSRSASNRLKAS
sEH inhibitor: soluble epoxide hydrolase inhibitors, primary screen, biochemical, human sEH. inhibition, % at 2 µM. AID 707, 2007. 0.34% of 91,000 active. Bifunctional epoxide hydrolase 2 (Homo sapiens), P34913. recombinant human sEH enzymatic activity assay; in the data active = inhibition above about 80%; also: values of inactives mirror those of a sister screen read the other way; many of its hits are not listed in these tables
TNFa cytotox: cytotoxicity in TNFa-stimulated HUVEC, primary screen, cytotoxicity control for VCAM1 expression modulator project, imaging, Hoechst nuclei count | 0.17% of 93,000 active | HUVEC TNFalpha-stimulated, Hoechst cell count | cell count reduction, % at 2 µM;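 active = cell count reduction exceeding the screen mean by over 5 SD, scaled to untreated wells per plate, cut at about 78% in these data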;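 also: cells counted after 24 h of TNF alpha exposure following the 1 h pretreatment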
HUVEC tox IL1B: cytotoxicity in IL-1B stimulated HUVEC, primary screen, cytotoxicity control for IL-1B NFkB translocation project, imaging, Hoechst nuclear count, IL-1B stimulus. HUVEC cell count loss. cell count reduction, % at 2 µM. 0.41% of 94,000 active;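 active = cell count reduction more than 3 SD above the screen-wide mean, cut at about 70% in these data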;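 also: normalized per plate to untreated control cells as the no-loss baseline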
F-actin modifier: modifiers of F-actin cytoskeleton organization, primary screen, imaging, HUVEC, phalloidin staining, high-content imaging; HUVEC TNFa F-actin phalloidin imaging; inhibition, % at 2 µM; 0.18% of 91,000 active; AID 836, 2007;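 active = inhibition above the batch mean plus 3 SD and confirmed as a hit by visual image inspection, cut at about 30% in these data, passing the limit was not always enough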; also: strong numbers were not always called active
E coli WT exp: growth inhibitors of wild-type E. coli, primary screen, strain BW25113, expanded library, OD600; 0.15% of 98,000 active; AID 710, 2007; growth inhibition, % at 100 µM; OD600 absorbance;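 active = growth inhibition above about 50% at one test dose, limit read from the data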;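 also: growth measured after 20 h incubation at 37 °C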
PLK1 PBD inh: Plk1 polo box domain binding inhibitors, primary screen, biochemical, fluorescence polarization; Serine/threonine-protein kinase PLK1 (Homo sapiens), P53350; Plk1 PBD phosphopeptide binding; 0.13% of 97,000 active; inhibition, %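 (tested at about 20 µM)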; in the data active = inhibition above about 34%, passing the limit was not always enough
VCAM1 TNFa inh: inhibitors of TNFa-induced VCAM1 expression, primary screen, imaging, HUVEC, TNFa stimulus, immunofluorescence | HUVEC TNFa-induced VCAM-1 immunofluorescence, high-content imaging | inhibition, % at 2 µM | 0.48% of 95,000 active | AID 802, 2007;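 active = inhibition above the batch mean plus 3 SD, with images confirmed as a hit by eye, cut at about 37% in these data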;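 also: 0% = TNF-stimulated DMSO wells and 100% = unstimulated control wells; not every result past the cut was called active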
Numbers without * were called inactive; · = no result given.

structure	DAT uptake mod	PLK1 inh	sEH inhibitor	TNFa cytotox	HUVEC tox IL1B	F-actin modifier	E coli WT exp	PLK1 PBD inh	VCAM1 TNFa inh
Cc1ccc2nc(-c3ccc4c(c3)OCCO4)cc(C(=O)O)c2c1	-0.13	-4	-10	-9	-14	4	-5	18	5
COc1cccc(/C(O)=C2/C(=O)C(=O)N(c3cc(C)on3)C2c2cccs2)c1 (stereo unspecified)	1.1	-7	-2	-17	-14	12	0	13	0
CC(C)(C)C(=O)Nc1ccc(C(=O)OC2CCCCC2)cc1	0.39	-3	1	14	27	-15	-2	-20	5
Cc1ccc2c(CSc3nc4ccccc4c(=O)n3CCCO)cc(=O)oc2c1C	0.96	3	6	56	-20	-2	-3	-28	8
Cc1nc2c(C)cccn2c1/C(O)=C1\C(=O)C(=O)N(CCN2CCOCC2)C1c1ccncc1 (stereo unspecified)	0.32	-4	0	-3	-4	-12	-4	17	-28
C/C(Cn1cnc([N+](=O)[O-])n1)=N\NC(=O)c1ccccc1	-0.35	-14	-6	18	9	-6	·	-11	-19
O=C1NC(c2ccccc2)=C(c2nc3ccccc3s2)C(c2ccc(F)cc2)N1 (stereo unspecified)	2.4	-10	-4	-9	5	-22	-3	2	10
Fc1ccc(C2CC(c3ccccc3)n3ncnc3N2)cc1 (stereo unspecified)	-0.27	6	-9	-10	-16	2	5	5	16
CCN1C(=O)c2ccc(C(=O)NCc3ccccc3)cc2C1=O	-0.3	-11	27	-24	12	10	-5	-11	1
Nc1cccc(C(=O)Nc2ccc(N)cc2Cl)c1	-0.28	1	2	-7	-43	·	1	-18	-15
Nc1cc(=O)[nH]c(SC/C=C/c2ccccc2)n1	-1.6	-10	2	3	-25	-36	7	3	-7
NC(=O)c1c(NC(=O)c2cc3ccccc3o2)sc2c1CCC2	-1.3	-6	-2	-16	-54	23	-18	40	20
COc1ccc(-c2nc3n(c(=O)c2C#N)CCCS3)cc1	-0.68	-8	2	-14	2	-2	-2	-21	-3
CS(=O)(=O)N1CCN(c2cccc(Cl)n2)CC1	0.35	-2	11	-17	-11	2	6	12	-26
C=CCn1cc(C(=O)OC)c(=O)c2cc(S(=O)(=O)N3CCC(C)CC3)ccc21	-0.21	2	·	·	1	·	·	8	·
COc1ccc(-n2c3c(cc(C(=O)N4CCN(CCO)CC4)c2=O)C(=O)CC(C)(C)C3)cc1	0.32	-8	-1	-3	-3	15	3	-18	12
CCN1CCN(CC(=O)NC2CCCC2)C(=O)C1=O	0.37	68*	·	·	·	·	3	-22	·
CCc1nc2cc(Cl)c(Cl)cc2[nH]1	0.061	2	-4	-9	-18	-19	13	50*	18
COc1ccc(C(=O)Nn2c(SCC(=O)c3ccccc3)nc3ccccc3c2=O)cc1	·	-9	2	-12	-4	8	-2	-6	4
CCOCCCn1c(=N)c(C(=O)NCCN2CCOCC2)cc2c(=O)n3cccc(C)c3nc21	·	-8	4	·	-22	·	6	-29	·
Cn1c(SCC(=O)N2CCOCC2)nnc1-c1cccc(NC(=O)c2ccccc2F)c1	-0.82	-9	10	·	-1	-12	0	2	-11
O=C(NCCC(=O)N1CCNC1=O)OCc1ccccc1	0.14	0	·	5	10	5	5	1	6
CC(NC(=O)c1ccccc1Cl)C(=O)O (stereo unspecified)	-0.51	-1	-5	-27	5	3	23	-16	-10
O=C(O)C1C2C=CC(O2)C1C(=O)NCc1ccccc1Br (stereo unspecified)	-0.45	-4	-4	-12	-8	3	5	-11	5
COc1ccc(C2C(C#N)=C(N)Oc3n[nH]c(C)c32)cc1CN1CCN(c2ccc(F)cc2)CC1 (stereo unspecified)	0.028	8	-8	-10	-9	-3	-1	-32	3
COc1cc(/C=C2/N=C(c3ccccc3F)OC2=O)cc(Cl)c1OS(C)(=O)=O	-0.34	-7	1	-20	-7	-6	-1	-17	1
COc1ccc(-n2nnc3c(=O)n(Cc4cccc(C)c4)cnc32)cc1	-0.15	4	8	24	-21	-11	3	-3	18
COc1ccc(Cl)cc1Nc1nc(-c2sc(NC(=O)C(C)(C)C)nc2C)cs1	-0.012	-1	-3	-7	-13	22	-5	26	4
CC(C)(C)c1cnnn1-c1ccc(NC(=O)c2ccc3c(c2)OCO3)cc1	0.72	3	93*	-25	-115	7	-6	-3	13
CCn1c(C)nc2cc(S(=O)(=O)C(F)F)ccc21	-0.63	-9	·	-8	-17	-18	8	27	-14
O=C(NCc1ccc2c(c1)OCO2)C1CC(c2cccc(Br)c2)=NO1 (stereo unspecified)	-0.41	-7	3	-2	-12	2	5	19	9
Cc1nnc(C)n1/N=C/c1cccs1	-0.0022	-12	·	-12	-13	-4	3	-13	0
CCCCn1nnnc1SCC(=O)NNC(=O)C1CCCCC1	-1	-12	8	-17	-8	5	2	14	-10
Cc1cc(C)c2c(N=NN(C)C)[nH]nc2n1	0.031	-10	-12	-4	13	10	46	1	1
CCN(CC)c1ccc(C2CC(=O)Nc3cc(OC)c(OC)cc32)cc1 (stereo unspecified)	2.4*	-3	4	-14	5	-9	7	16	24
O=C(Nc1ccc(Cl)c(C(F)(F)F)c1)NC1CC2CCCC(C1)N2C1CC1 (stereo unspecified)	-0.34	4	79	-8	-17	10	·	-8	14
Cc1sc(NC(=O)CN2CCN(c3ccccn3)CC2)c(C#N)c1C	0.63	3	5	4	28	10	-7	1	13
COc1cc(C2c3c(oc4c(C)cc(C)cc4c3=O)C(=O)N2Cc2cccnc2)ccc1O (stereo unspecified)	0.16	-11	5	-8	30	2	·	-3	-5
O=C(O)CC/C(=N\Nc1ccc(S(=O)(=O)N2CCCC2)cc1[N+](=O)[O-])c1cccs1	-0.27	-8	-5	-12	-12	-10	0	-29	19
CCOC(=O)CNC(=O)CSc1nc(NCc2ccccc2)nc(N(C)C)n1	1.4	-10	8	5	-14	-4	9	21	17
O=C(COc1ccc(Cl)cc1Cl)NCCCN1CCOCC1	-0.65	-10	-2	-25	-66	-2	0	-9	0
CCn1c2ccccc2c2nnc(SCC(=O)OCN3C(=O)c4ccccc4C3=O)nc21	-0.29	2	2	-41	-34	21	-2	-5	-10
Cc1ccc(S(=O)(=O)NC(CC(=O)NC2CCCC2)c2ccco2)cc1 (stereo unspecified)	0.08	18	10	-15	-6	7	1	-14	-5
CC1CCN(S(=O)(=O)c2cccc(C(=O)NCc3ccco3)c2)CC1	-0.28	-14	5	10	13	0	·	-26	1
Cn1ccnc1SCC(=O)Nc1ccc2ccccc2c1	1.1	-13	42	-42	-32	-5	-1	0	-33
c1ccc(C2NCCn3cccc32)cc1 (stereo unspecified)	-1.1	7	-18	-6	-8	-17	1	2	12
Cn1nc(C(=O)Nc2ccc(S(=O)(=O)N3CCCCC3)cc2)ccc1=O	-0.05	-16	14	-7	0	7	0	14	17
CC(C)CNC(=O)c1c2c(nc3ccccc13)-c1ccccc1CC2	1.1	-15	-5	-22	7	22	-2	16	4
Cc1cccc(Cn2ccc(-c3ccc(Cl)cc3)c(C#N)c2=O)c1	-0.25	-9	-2	-27	-51	-12	-4	21	-43
CCS(=O)(=O)N1CCCC(C(=O)NCCc2ccc(OC)c(OC)c2)C1 (stereo unspecified)	-0.15	6	6	-11	-32	2	-16	6	6
CCSc1nnc(NC(=O)c2ccc(Br)s2)s1	-0.29	-19	-1	-37	2	36	-8	8	-15
CCn1c(=O)cc(OCC(=O)Nc2ccc(C)cn2)c2ccccc21	-0.054	6	·	1	-7	7	-2	-26	3
COCCn1nnnc1C(c1cc2c(C)cc(C)cc2[nH]c1=O)N1CCCCCC1 (stereo unspecified)	-0.41	-7	9	-11	6	2	15	-30	-5
N=c1c2c(n(Cc3ccc(Cl)c(Cl)c3)c3c1CCC3)CCCC2	-1.1	-8	·	-25	-36	12	24	-17	27
Nc1ccccc1NC(=O)c1ccccc1N	0.21	-10	3	93*	-14	-3	4	-43	81*
Cc1ccc(-n2c(Cc3cccn3C)nnc2SCC(=O)NCc2ccc3c(c2)OCO3)cc1	0.11	-10	9	-8	0	6	2	2	-12
Fc1c(F)c(C(F)(F)F)c(F)c(F)c1N/N=C\c1cccs1	-0.26	-11	8	18	-12	-7	3	17	-7
CCN(CC)S(=O)(=O)c1ccc(NC(=O)CC(NC(C)=O)c2ccccc2)cc1 (stereo unspecified)	-0.055	-38	-16	4	26	-23	0	7	5
CCN1CCN(c2c(Cl)cccc2NC(=O)c2ccco2)CC1	-0.08	-6	3	-3	6	-3	3	-13	4
COc1ccc2nc(C(C)O)[nH]c2c1 (stereo unspecified)	0.25	3	-11	8	-38	-6	·	-22	-7

Another view of part of the listing above:
> Nc1cc(=O)[nH]c(SC/C=C/c2ccccc2)n1
  DAT uptake mod: -1.6 | PLK1 inh: -10 | sEH inhibitor: 2 | TNFa cytotox: 3 | HUVEC tox IL1B: -25 | F-actin modifier: -36 | E coli WT exp: 7 | PLK1 PBD inh: 3 | VCAM1 TNFa inh: -7

> NC(=O)c1c(NC(=O)c2cc3ccccc3o2)sc2c1CCC2
  DAT uptake mod: -1.3 | PLK1 inh: -6 | sEH inhibitor: -2 | TNFa cytotox: -16 | HUVEC tox IL1B: -54 | F-actin modifier: 23 | E coli WT exp: -18 | PLK1 PBD inh: 40 | VCAM1 TNFa inh: 20

Next part:
structure	DAT uptake mod	PLK1 inh	sEH inhibitor	TNFa cytotox	HUVEC tox IL1B	F-actin modifier	E coli WT exp	PLK1 PBD inh	VCAM1 TNFa inh
COc1ccc(C(=O)Nc2cccc(C(C)=O)c2)c(OC)c1OC	-0.36	2	6	-12	·	17	-3	-8	6
O=C(Cn1cc2c(n1)CCCC2)NCCCN1CCN(Cc2ccccc2)CC1	0.62	-7	-1	-4	6	4	3	-1	-8
Cc1ccc(-c2nn3c(C)nnc3c3ccccc23)cc1S(=O)(=O)NCCN1CCOCC1	-1.5	-8	-4	-18	-8	30	2	8	4
Cc1ccc(N(C(=O)Cc2c[nH]c3ccccc23)C(C(=O)NC2CCCCC2)c2ccco2)cc1 (stereo unspecified)	-0.059	-5	-4	2	-3	8	-12	12	-10
COc1ccc(C2C(C#N)=C(N)Oc3cc(C)n(Cc4ccco4)c(=O)c32)cc1 (stereo unspecified)	-0.012	-1	-6	-26	-127	15	-2	-21	14
COCc1nc2ccccc2n1Cc1ccccc1Br	-0.44	-15	·	91*	13	16	-1	-5	1
Cc1cc(C(=O)NCc2ccc(S(N)(=O)=O)cc2)cs1	-0.093	-15	12	-38	3	-13	2	-5	9
CCOC(=O)c1ccccc1NC(=O)CSc1nc(N)cc(N)n1	0.51	-4	2	-12	-11	3	·	1	2
Cc1c(NC(=S)N/N=C/c2cccc(O)c2)c(=O)n(-c2ccccc2)n1C	-0.35	0	-11	4	-20	-6	3	-9	0
Cc1ccc(CNC(=O)C2CCC(CNc3c(N4CCOCC4)c(=O)c3=O)CC2)cc1 (stereo unspecified)	1.1	-1	24	-1	-30	-15	-9	8	-1
COc1cc2cc(CN(CCO)C(=O)c3cccs3)c(=O)[nH]c2cc1OC	0.84	-3	6	13	-7	-4	-11	-23	6
Cc1[nH]c2ccc(F)cc2c(=O)c1SC(F)(F)C(F)F	-0.83	-1	8	6	10	0	-6	5	-5
COc1ccccc1C(=O)Nc1cc2cc(Br)ccc2oc1=O	·	-10	-8	-7	2	0	·	-4	21

Hits appear at their usual frequency; about 3.4% have a hit in one of these screens.
